MrgX1 allo act – allosterically activates human MrgX1 receptor signaling | Q96LB2 | MrgX1-HEK293, Fluo-4 calcium flux, FDSS; hits give high values | B-score at 10 µM | hit rate 0.63% among 310,000;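 active means plate-corrected calcium response at least 3 library SD above typical, normal starting fluorescence, not activating the receptor alone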;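 further: compound read alongside a low EC10 to EC30 dose of BAM8-22 agonist; peak minus trough fluorescence over baseline measured at the second addition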
MrgX1 antagonist – antagonists of human MrgX1 receptor; MRGX1-HEK293 calcium flux, Fluo-4, BAM8-22 antagonism; hits give low values; hit rate 1.3% among 310,000; B-score at 10 µM;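 active means calcium-response B-score plate-corrected more than 3 library SD below zero, starting fluorescence within 5 deviations, no agonist response on first addition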;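 further: peak minus trough fluorescence over baseline after final BAM8-22 challenge near maximal dose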
TRPC4 PAM – allosterically enhances the mouse TRPC4 cation channel | Q9QUQ5 | HEK293 TRPC4beta/mu-opioid, DAMGO EC20, Fluo-4 Ca2+ flux; hits give high values | B-score at 10 µM | hit rate 0.42% among 310,000 | AID 2227;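 active means B-score of calcium response area above 5 SD of library B-scores, with initial fluorescence ratio within 5 SD of library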;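 further: B-score of integrated fluorescence ratio over time as area under calcium response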
ANO1 block – blocks the mouse calcium-activated chloride channel TMEM16A; Q8BHY3; normalized B-score (activity score, 25-100; higher = stronger inhibition) at 10 µM; HEK293 TMEM16A/YFP iodide influx fluorescence, ionomycin; hit rate 1.2% among 310,000;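 active means ratio plate-corrected score three or more library SD toward inhibition, starting fluorescence score within five deviations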;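 further: score derived from kinetic fluorescence span divided by baseline fluorescence per well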
Target sequence (Q8BHY3 whole entry, looked up): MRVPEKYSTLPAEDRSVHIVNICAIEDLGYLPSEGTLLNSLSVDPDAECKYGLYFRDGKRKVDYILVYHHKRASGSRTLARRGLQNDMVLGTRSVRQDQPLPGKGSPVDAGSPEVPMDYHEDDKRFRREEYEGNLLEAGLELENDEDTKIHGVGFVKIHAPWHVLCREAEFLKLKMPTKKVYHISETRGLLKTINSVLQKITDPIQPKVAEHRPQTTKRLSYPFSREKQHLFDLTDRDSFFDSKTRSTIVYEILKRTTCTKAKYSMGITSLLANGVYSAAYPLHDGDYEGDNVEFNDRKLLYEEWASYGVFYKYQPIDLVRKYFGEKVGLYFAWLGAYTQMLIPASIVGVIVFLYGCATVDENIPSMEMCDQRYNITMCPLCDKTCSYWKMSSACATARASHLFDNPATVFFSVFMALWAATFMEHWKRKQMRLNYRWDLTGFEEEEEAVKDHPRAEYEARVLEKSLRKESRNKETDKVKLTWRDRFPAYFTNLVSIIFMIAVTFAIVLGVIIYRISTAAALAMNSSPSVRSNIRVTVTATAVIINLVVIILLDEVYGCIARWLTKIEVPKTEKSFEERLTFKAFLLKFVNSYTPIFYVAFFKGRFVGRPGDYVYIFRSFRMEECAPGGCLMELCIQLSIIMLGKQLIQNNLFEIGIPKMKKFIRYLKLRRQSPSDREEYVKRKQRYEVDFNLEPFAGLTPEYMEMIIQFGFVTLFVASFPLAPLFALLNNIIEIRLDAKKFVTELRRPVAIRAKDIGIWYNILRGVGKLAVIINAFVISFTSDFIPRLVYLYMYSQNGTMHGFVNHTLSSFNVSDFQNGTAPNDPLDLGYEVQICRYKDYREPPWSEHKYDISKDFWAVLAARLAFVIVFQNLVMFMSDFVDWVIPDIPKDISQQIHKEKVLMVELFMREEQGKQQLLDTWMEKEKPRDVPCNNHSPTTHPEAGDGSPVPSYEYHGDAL
TRPC6 activator – activators of mouse TRPC6 channel. Q61143. HEK293-TRPC6 membrane potential dye fluorescence; hits give high values. B-score at 10 µM. hit rate 0.13% among 310,000. AID 2550;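 active means B-score of the integrated fluorescence ratio above library mean plus 3 SD, and starting fluorescence ratio within library mean plus 5 SD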;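 further: higher score means more depolarization so channel activation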
RGS4 inh – human RGS4 inhibition. P49798. hit rate 0.45% among 310,000. HEK293 M3R/RGS4 inducible, Fluo-4 calcium flux; hits give high values; triggered by carbachol at its EC20. B-score at 10 µM;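 active means B-score, a plate-corrected calcium signal, over three deviations above library mean, with baseline fluorescence within five deviations of library mean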;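 further: RGS4 expression induced by doxycycline in cells with stable M3 receptor; B-score is computed from the integrated fluorescence ratio over baseline after carbachol; higher B-score means a larger calcium signal and so more RGS4 inhibition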
TRPC4 inh – TRPC4 (mouse) channel inhibition; Q9QUQ5; HEK293 TRPC4beta/mu-opioid, DAMGO-evoked Fluo4 calcium flux; hits give low values; B-score at 10 µM; hit rate 0.39% among 300,000; AID 2247;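 active means B-score over 3 SD under the library average, no early fluorescence shift, positive overall ratio signal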
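Assay system: HEK293 cells with stable TRPC4beta plus mu-opioid receptor expression; Probe or stimulus: DAMGO in two steps, submaximal then maximal; Dosing: single-point compound dosing; Measured by: Fluo4 calcium-dye fluorescence, kinetic read; Read-out basis: B score from integrated Fluo4 fluorescence ratio.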
MrgX1 ag – activates human MrgX1 receptor signaling | B-score at 10 µM | hit rate 0.44% among 310,000 | MrgX1-HEK293 cells, Fluo-4 calcium fluorescence, agonist mode; hits give high values;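 active means calcium response B-score plate-corrected fluorescence ratio at least 3 library SD, with starting fluorescence B-score inside 5 SD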
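times = overnight plating, then 30 min 37 °C plus 30 min room-temperature dye loading | assay system = stable human MrgX1 HEK293 cell line | input = fifteen thousand cells per well | signal = kinetic calcium dye fluorescence, Fluo-4 NW | dosing = compound delivered in addition one of three | read-out = B-scored fluorescence response ratio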
TRPC4 agonist – activators of mouse TRPC4 channel | hit rate 0.49% among 310,000 | B-score at 10 µM | HEK293 TRPC4beta/mu-opioid, Fluo4 calcium fluorescence; hits give high values | AID 2237;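 active means B-score above 5 SD of library B-scores, and initial fluorescence ratio not above library mean plus 5 SD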;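 further: positive B-score marks a calcium rise read as TRPC4 activation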
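Material: TRPC4beta and mu-opioid receptor HEK293 stable cells | Incubation: 45 min room-temperature Fluo4 loading, 110 s read | Detection: Kinetic Fluo4 calcium fluorescence | Measure: Integrated baseline-normalised fluorescence ratio, converted to per-well B score | Benchmarks: Low control buffer alone, high control maximal DAMGO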
TRPC6 inhibitor – inhibitors of mouse TRPC6 channel | Q61143 | HEK293-TRPC6, membrane potential dye, ACh-evoked depolarization; hits give low values | B-score at 10 µM | hit rate 1.1% among 310,000;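 active means B-score under library mean minus 3 SD, initial fluorescence not abnormally high, positive integrated signal ratio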;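 further: B-score derived from integrated fluorescence ratio over the kinetic read; more negative B-score means stronger inhibition of depolarization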
TMEM16A act – activators or potentiators of mouse TMEM16A chloride channel | HEK293 TMEM16A/YFP-H148Q/I152L, iodide quench fluorescence; hits give low values | B-score at 10 µM | hit rate 0.3% among 340,000;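 active means fluorescence-ratio B-score plate-corrected deviation score at least 3 library SD below zero, with starting fluorescence score within 5 deviations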;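 further: channel opened by trigger with iodide after compound preincubation; score built on the fluorescence ratio of max minus min over baseline; more negative score means more quench and so TMEM16A activation or potentiation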
* = called active by the depositor; i = inactive; nt = not tested or not shown. This is a random part of the collection. About 5.8% of those tested had a hit in this group.

Compound	TMEM16A act	TRPC4 inh	MrgX1 ag	TRPC4 agonist	TRPC4 PAM	MrgX1 allo act	MrgX1 antagonist	TRPC6 inhibitor	RGS4 inh	TRPC6 activator	ANO1 block
CCn1c(O)c(N=NC(=O)CNC(=O)/C=C/c2ccccc2)c2ccccc21	i	i	i	i	i	i	i	i	i	i	i
O=C(c1ccc(OC2CCN(Cc3ccccn3)CC2)cc1)N1CCC[C@H]1CO	i	i	i	i	i	i	i	i	i	i	i
Cc1c(C(=O)N(C)Cc2ccc(OC(F)F)cc2)oc2ccccc12	i	i	i	i	i	i	i	i	i	i	i
CC(C)(C)NS(=O)(=O)c1ccc(CCC(=O)Nc2ccc3c(c2)OCO3)cc1	i	i	i	i	i	i	i	i	i	i	i
O=C(COc1ccccc1Cl)NCCNC(=O)c1ccncc1	i	i	i	i	i	i	i	i	i	i	i
CCNS(=O)(=O)c1ccc(CCC(=O)N2CCCC2)cc1	i	i	i	i	i	i	i	i	i	i	i
CC(=O)c1ccc(-c2nc3c4ccccc4ccn3c2C(C)=O)o1	i	i	i	i	i	i	i	i	i	i	i
COc1ccc(NC2(c3ccccc3)OC(=O)c3ccccc32)cc1 (stereo not given)	i	i	i	i	i	i	i	i	i	i	i
O=C(NCc1ccccc1)c1ccc(S(=O)(=O)NCc2ccco2)cc1	i	i	i	i	i	i	i	i	i	i	i
Cc1ccc(-c2nc(Nc3ccccc3)n[nH]2)cc1	i	nt	i	nt	nt	i	i	nt	nt	nt	i
N/C(=N\OC(=O)c1ccc(Br)cc1)c1cccc([N+](=O)[O-])c1	i	i	i	i	i	i	i	i	i	i	i
CCOC(=O)N1CCN(C(=S)Nc2ccccc2C)CC1	i	i	i	i	i	i	i	i	i	i	i
CCOC(=O)c1sc(NC(=O)CSc2nnnn2-c2ccc(C)cc2)c(C(=O)OCC)c1C	i	i	i	i	i	i	i	i	i	i	i
COc1cccc(CNS(=O)(=O)c2c(C(=O)N3CCCCCC3)c(C)n(C)c2C)c1	i	i	i	i	i	i	i	i	i	i	i
CC(C)Nc1ncnc2c1cnn2Cc1ccc(Cl)cc1	i	i	i	i	i	i	i	i	i	i	i
COCCNC(=O)C1CC(=O)N(C2CCCC2)C1 (stereo not given)	i	i	i	i	i	i	i	i	i	i	i
O=C(O)c1ccc2c(c1)N(Cc1ccccc1)C(=O)c1ccccc1S2=O (stereo not given)	i	i	i	i	i	i	i	i	i	i	i
O=C(NCc1ccc(F)cc1)c1cc(-c2ccncc2)nc2ccccc12	i	i	i	i	i	i	i	i	i	i	i
CC(C)OC(=O)Nc1ccc(-c2ccc(NC(=O)OC(C)C)cc2Cl)c(Cl)c1	i	i	i	i	i	i	i	i	i	i	i
N#C/C(=C\c1ccc(N2CCCCC2)o1)C(=O)Nc1cccc(Br)c1	i	i	53*	i	i	i	i	i	i	i	i
O=C(N/N=C/c1cccc([N+](=O)[O-])c1)c1ccc(CN2CCOCC2)cc1	i	i	i	i	i	i	i	i	i	i	i
Nc1ccc(-c2cnc3ccccc3n2)cc1	i	i	28*	i	i	i	i	i	i	i	i
O=C(N/C(=C\c1ccccc1)C(=O)N1CCCCC1)c1ccco1	i	i	i	i	i	i	i	i	i	i	i
Cc1cccc(C(=O)NCCCNC(=O)c2cccnc2)c1	i	i	i	i	i	i	i	i	i	i	i
COCCNc1nc(CSc2ccccc2)nc2sc(C)c(C)c12	i	i	i	i	i	i	i	i	i	i	i
CCOc1cc(/C=C2\SC(=Nc3ccc(CC)cc3)NC2=O)ccc1OCC(=O)O	i	i	i	i	i	i	i	i	i	i	i
C=CCn1cc(C(=O)NCc2ccc3c(c2)OCO3)c(=O)c2cc(S(=O)(=O)N(CC)CC)ccc21	i	i	nt	i	i	nt	nt	i	i	i	nt
CCCCc1ccc(NC(=O)CSc2nnc(CNC(=O)c3ccco3)o2)cc1	i	i	i	i	i	i	i	i	i	i	i
CCCn1c(SCc2nc(N)nc(N3CCCCC3)n2)nc2c1c(=O)n(C)c(=O)n2C	i	i	i	i	i	i	i	i	i	i	i
COc1ccc(CN2CCN(Cc3cccn3-c3ncccn3)CC2CCO)c(C)c1C (stereo not given)	i	i	i	i	i	i	i	i	i	i	i
O=C(Nc1csc(Cc2c(Cl)cccc2Cl)n1)NN1CCOCC1	i	i	i	i	i	i	i	i	i	i	i
CCOc1ccc(N=NC2C(=O)N(C(N)=S)N=C2C)cc1 (stereo not given)	i	i	i	i	i	i	i	i	i	i	i
CCCn1c(/N=C/c2c[nH]c3ccccc23)nc2ccccc21	i	i	i	i	i	i	i	i	5.1*	i	i
COc1ccc(N(C(C)=O)S(=O)(=O)c2cccc3cccnc23)cc1	i	i	i	i	i	i	i	i	i	i	i
CCOC(=O)C1CCCN(c2nc3ccccc3nc2C(C#N)C(=O)OCCOC)C1 (stereo not given)	i	i	i	i	i	i	i	i	i	i	i
Cc1ccc(NC(=O)CSC2=C(C#N)C(c3ccco3)C3=C(CC(C)(C)CC3=O)N2)cc1 (stereo not given)	i	i	i	i	i	i	i	i	i	i	i
Cc1cc(NC(=O)C2CCCN(S(=O)(=O)c3c(C)noc3C)C2)no1 (stereo not given)	i	i	i	i	i	i	i	i	i	i	i
O=C(Oc1c(Cl)cc(Cl)c2cccnc12)c1cccs1	i	i	i	i	i	i	i	i	i	i	i
N#Cc1cnn2c(-c3ccccc3)ccnc12	i	i	i	i	i	i	i	i	i	i	i
CCOC(=O)CN(C)C(=O)CCc1nnc(-c2ccc(-c3ccccc3)cc2)o1	i	i	i	i	i	i	i	i	i	i	i
COc1ccc(NC(=O)C2=Cc3ccccc3OC2)cc1	i	i	i	i	i	i	i	i	i	i	i
Cc1cc(C)cc(NC(=O)CCc2nc3ccccc3[nH]2)c1	i	i	i	i	i	i	i	i	i	i	i
CCCCC(NS(=O)(=O)c1ccc(OC)cc1)C(=O)O (stereo not given)	i	i	i	i	i	i	i	i	i	i	i
O=C(CSc1nc2ccccc2c(=O)n1-c1ccc(OC(F)F)cc1)NCc1cccs1	i	i	i	i	i	i	i	i	i	i	i
CC(C)Cc1cc(C(=O)N2CCCC(CCC(=O)N(C)CCc3ccccn3)C2)no1 (stereo not given)	i	i	i	i	i	i	i	i	i	i	i
O=C(NCC1OCCc2ccccc21)c1ccc(NC(=O)c2ccc(Cl)cc2)cc1 (stereo not given)	i	i	i	i	i	i	i	i	i	i	i
COc1ccccc1OCCCCOc1ccccc1F	i	i	i	i	i	i	i	i	i	i	i
Cc1c(C2Nc3ccccc3NC3=C2C(=O)CC(C)(C)C3)cnn1C (stereo not given)	i	i	i	i	i	i	i	i	i	i	i
CC(C)=CCN1CCN(Cc2cnc(C)s2)CC1CCO (stereo not given)	i	i	i	i	i	i	i	i	i	i	i
CCOc1ccc(S(=O)(=O)N(C)c2ccc(OCC(=O)NCCc3ccc(OC)cc3)cc2)cc1	i	i	i	i	i	i	i	i	i	i	i
C=CCn1c(SCC(=O)NC2(C#N)CCCCC2)nnc1-c1ccncc1	i	i	i	i	i	i	i	i	i	i	i
O=C(c1cc(-c2ccc(Br)cc2)on1)N1CCCC1	i	i	i	i	i	i	i	i	i	i	i
CC1=C(C(=O)N2CCOCC2)C(c2ccccc2F)C2=C(CCCC2=O)N1 (stereo not given)	i	i	i	i	i	i	i	i	i	i	i
COc1ccc(C(C(=O)NC(C)(C)C)N(Cc2ccco2)C(=O)CCC(=O)Nc2ccccn2)cc1 (stereo not given)	i	i	i	i	i	i	i	i	i	i	i
Cc1ccccc1C(=O)N1N=C(c2cccc(NS(C)(=O)=O)c2)CC1c1cccs1 (stereo not given)	i	i	i	i	i	i	i	i	i	i	i
Cc1ccc(OCC(=O)c2cc(C)n(C)c2C)c([N+](=O)[O-])n1	i	i	i	i	i	i	i	i	i	i	i
COc1ccccc1NC(=O)NNC(=O)c1ccc2ccccc2c1O	i	i	i	i	i	i	i	i	i	i	i
CCN1C(=C(C#N)C#N)C=Cc2cc(C)ccc21	i	i	i	i	i	i	i	i	i	i	i
O=C(CC1C(=O)NCCN1CC(c1ccccc1)c1ccccc1)NCCc1cn[nH]c1 (stereo not given)	i	i	i	i	i	i	i	i	i	i	i
O=Cc1cn(CCC(=O)O)nc1-c1cccc(Br)c1	i	i	i	i	i	i	i	i	i	i	i

Next part.
Compound	TMEM16A act	TRPC4 inh	MrgX1 ag	TRPC4 agonist	TRPC4 PAM	MrgX1 allo act	MrgX1 antagonist	TRPC6 inhibitor	RGS4 inh	TRPC6 activator	ANO1 block
COc1ccccc1C(=O)Nc1ccc2c(c1)OCCO2	i	i	i	i	i	i	i	i	i	i	i
O=C(CCn1c(=O)[nH]c2ccsc2c1=O)NCCc1ccc(Cl)cc1	i	i	i	i	i	i	i	i	i	i	i
COc1cccc(-c2cc(C(=O)Nc3cc(C)on3)no2)c1	i	i	i	i	i	i	i	i	i	i	i
CCOc1ccc(S(=O)(=O)NN2Cc3ccccc3C2=N)cc1	i	i	i	i	i	i	i	i	i	i	i
CCN(CC)S(=O)(=O)N1CCN(S(=O)(=O)N2CCOCC2)CC1	i	i	i	i	i	i	i	i	i	i	i
Cc1cccc(C)c1NC(=O)/C(=C/c1ccco1)c1ccccc1	i	i	i	i	i	12*	i	i	i	i	i
COc1ccc(NC(=O)NNC(=O)COc2ccc3cc(Br)ccc3c2)c(OC)c1	i	i	i	i	i	i	i	i	i	i	i
CC(C(=O)NCc1ccccc1)N(Cc1ccccc1Cl)C(=O)c1snc(C(N)=O)c1N (stereo not given)	i	i	i	i	i	i	i	i	i	i	i
COC(=O)CCC(=O)NC(=S)Nc1cc(Cl)ccc1Cl	i	i	i	i	i	i	i	i	i	i	i
O=C(NNc1cc(C(F)(F)F)ccc1Cl)c1ccc(=O)[nH]c1	i	i	i	i	i	i	i	i	i	i	i

Screening data: PubChem, Johns Hopkins Ion Channel Center
